Screening data from PubChem.
STK33 inh: inhibitors of human STK33 kinase. Q9BYT3. 0.073% of 320,000 active. inhibition, % at 10 µM. AID 2661. purified STK33, MBP phosphorylation, ADP-Glo luminescence;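 active means inhibition at or above 25%, using the most active replicate where run in duplicate; inactive means inhibition below 25%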
Target sequence (Q9BYT3 whole entry, looked up): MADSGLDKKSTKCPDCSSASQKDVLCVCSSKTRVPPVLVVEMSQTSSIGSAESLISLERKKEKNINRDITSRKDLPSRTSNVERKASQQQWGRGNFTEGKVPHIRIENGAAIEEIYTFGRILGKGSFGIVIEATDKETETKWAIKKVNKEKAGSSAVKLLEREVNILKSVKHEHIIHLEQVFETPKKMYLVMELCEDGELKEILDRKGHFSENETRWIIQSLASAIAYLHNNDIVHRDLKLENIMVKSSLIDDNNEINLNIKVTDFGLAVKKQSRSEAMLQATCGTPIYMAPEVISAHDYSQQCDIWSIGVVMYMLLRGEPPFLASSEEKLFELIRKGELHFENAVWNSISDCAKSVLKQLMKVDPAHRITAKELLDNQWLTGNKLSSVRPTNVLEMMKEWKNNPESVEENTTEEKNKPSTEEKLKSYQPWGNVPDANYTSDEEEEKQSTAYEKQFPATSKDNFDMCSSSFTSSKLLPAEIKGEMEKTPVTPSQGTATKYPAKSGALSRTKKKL
Kir21 block: inhibitors of mouse Kir2.1 inward-rectifier potassium channel. AID 1672. 0.85% of 310,000 active. B-score at 10 µM. HEK293-Kir2.1, FluxOR thallium flux fluorescence; stronger effect = lower value;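 active means fluorescence ratio B-score at or below minus 3 SD of library scores, with starting-brightness B-score within 2 SD, cut at about -4.2 in these data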;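 further: channel flux triggered by added potassium and thallium sulfate stimulus; B-score of peak minus minimum fluorescence over baseline after thallium stimulus; more negative B-score means stronger Kir2.1 block with less thallium influx; some compounds called inactive have numbers as strong as hits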
Target sequence (P35561 whole entry, looked up): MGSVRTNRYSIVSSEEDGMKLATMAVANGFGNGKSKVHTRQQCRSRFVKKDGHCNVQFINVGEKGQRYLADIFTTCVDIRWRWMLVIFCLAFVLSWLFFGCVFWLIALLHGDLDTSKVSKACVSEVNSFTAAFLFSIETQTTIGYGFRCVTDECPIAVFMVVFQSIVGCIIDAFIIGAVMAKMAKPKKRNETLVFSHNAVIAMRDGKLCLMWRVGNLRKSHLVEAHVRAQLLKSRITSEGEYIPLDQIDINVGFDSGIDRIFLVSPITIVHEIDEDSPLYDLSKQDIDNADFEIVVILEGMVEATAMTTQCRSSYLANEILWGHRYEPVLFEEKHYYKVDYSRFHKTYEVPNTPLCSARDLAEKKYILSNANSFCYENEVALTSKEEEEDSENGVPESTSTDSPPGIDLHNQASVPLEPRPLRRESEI
Starred values were filed as active, the others as inactive; · = no result given. Not all compounds are listed. The share of hits here may be higher or lower than overall.

Compound	STK33 inh	Kir21 block
CC1CN(c2ccc([N+](=O)[O-])c(N3CCCCC3)c2)CCN1 (stereo not given)	1.0	-0.96
CCN1C(=O)C(=C2C=C(C)OC(C)=C2)C(=O)N(CC)C1=S	-1.2	-0.95
CN1CCN(/N=C/c2c(O)n(C)c(=O)n(C)c2=O)CC1	0.3	-1.3
COC(=O)C1=C(c2cccc3c2S(=O)(=O)c2ccccc2-3)C[C@@H]2CC[C@H]1N2C(=O)N1CCOCC1	-0.6	·
CCN(CC)CCN=Cc1c(O)n(CCC2=CCCCC2)c(=O)[nH]c1=O	0.0	-0.96
Cc1cccc(NC(=O)OC2CN3CCC2CC3)c1 (stereo not given)	-0.8	-3.8
COc1cccc(CNCCc2c[nH]c3ccccc23)c1	0.1	-0.08
CCOC(=O)c1cncn1C(C)c1ccccc1 (stereo not given)	1.0	-0.73
ClCCOCOCCCl	0.0	·
COc1ccc2c(c1)c(C(=O)C(C)N1CCCCC1)c(C)n2C (stereo not given)	0.4	-0.39
COC(=O)C1=C(c2ccc(-c3ccccc3)c(F)c2)C[C@@H]2CC[C@H]1N2C(=O)NCCOc1ccc(OC)cc1	-0.7	·
CC(=NCc1ccc2c(c1)OCO2)c1c(O)n(Cc2ccccc2)c(=O)[nH]c1=O	-1.1	-0.22
CCC(=O)N1N=C2C3CCN(CC3)C2C1c1ccccc1 (stereo not given)	-0.1	1.2
COc1ccc(C(=O)N2CCCC2=O)cc1	-3.8	-0.63
O=C(C1CCCN(S(=O)(=O)c2cccc3nsnc23)C1)N1CCC2(CC1)OCCO2 (stereo not given)	-0.2	·
O=P(O)(Oc1ccccc1)OC(c1ccccc1)C(F)(F)C(F)(F)F (stereo not given)	0.0	-0.59
COC(=O)Cn1cc(/C=C2\C(=O)NC(=O)N(c3ccc(OC)cc3)C2=O)c2ccccc21	-0.4	-1.2
CCn1c(O)c(C(c2ccccn2)c2c(O)n(CC)c(=S)[nH]c2=O)c(=O)[nH]c1=S	-0.4	-0.5
Cc1ccccc1NC(=O)Cc1nc(COC(=O)Cc2ccccc2)cs1	-1.0	·
CCN1CC2([N+](=O)[O-])CC=C(Cl)C([N+](=O)[O-])(C1)C2 (stereo not given)	-0.5	-2
O=C(NC1CCCCC1)[C@@H]1CC=C[C@@H]2CCN(Cc3ccccc3)C(=O)[C@@H]21	1.3	-0.57
C=CCn1c(O)c(C(CC)=NCCN2CCN(C(=S)NC)CC2)c(=O)[nH]c1=O	-8.2	-0.66
CCOP(=O)(OCC)C(NC(=O)C(Cl)Cl)C(Cl)(Cl)Cl (stereo not given)	-3.0	0.53
Fc1cccc(CNCCc2c[nH]c3ccccc23)c1	-0.7	-2.3
O=C(c1ccc(Cl)cc1)C1CCCN(Cc2cccc3ncccc23)C1 (stereo not given)	3.0	-1.8
Cc1cccc(-n2c(-c3ccccc3)nc3ccccc3c2=O)n1	-2.3	0.3
Cc1ccc(NS(=O)(=O)c2ccc(OCC(=O)N3CCN(C)CC3)cc2)cc1	-1.3	0.63
O=C(O)C1C2c3ccccc3C(c3ccccc32)C1C(=O)Nc1ccccc1 (stereo not given)	-2.1	1.5
CCN1CCN(c2ccc(N)cc2C)CC1	-1.5	-0.52
O=S(=O)(c1ccc(Cl)cc1)N1CC1c1ccccc1 (stereo not given)	-5.1	0.26
C[Se]C[C@@H](N)C(=O)O	-0.7	·
CC(=O)N1CCC2(CC1)CC(=O)c1cc(OCC(=O)N3CCC4(CC3)OCCO4)ccc1O2	0.3	0.69
CCc1ccccc1NC(=O)CN1CCN(C(=O)COc2ccccc2C#N)CC1	-0.7	·
CCCCC/C(=N\O)c1c[nH]c2ccccc12	0.5	-0.6
CC1C(c2cccs2)=[N+]([O-])C(C)(C(=O)c2ccc(F)cc2)N1O (stereo not given)	-0.4	0.93
O=C(COC(=O)Cc1ccccc1)Nc1ccc(F)cc1	-1.4	0.84
CC(=NCCO)c1c(O)n(C2CCCCC2)c(=O)[nH]c1=O	0.7	1.1
CCC1CN(C)CCC1(OC(C)=O)c1ccccc1 (stereo not given)	-3.1	-0.95
COc1ccc(CC(=O)N2C[C@H]3C[C@@H](C2)c2cccc(=O)n2C3)cc1	1.7	0.42
O=c1c2ccccc2nc(-c2ccco2)n1-c1ccc(Br)cn1	2.3	0.29
FC(F)(F)c1ccc(CNCCc2ccc3c(c2)OCO3)cc1	-1.8	-0.56
CCCCCCN=C(C)c1c(O)n(Cc2ccccc2)c(=O)[nH]c1=O	-1.6	0.04
COc1ccc(CNCCc2c(C)[nH]c3ccc(OC(F)(F)F)cc23)c(OC)c1	-0.2	-6.9*
CCCCN=Cc1c(O)n(-c2c(C)cc(C)cc2C)c(=O)[nH]c1=O	-1.2	-0.52
Clc1ccc(N2CCN(Cc3ccccc3Cl)CC2)cc1	-0.9	1.2
Cc1cc(N)n(C2CCN(C)CC2)n1	-0.6	0.51
CC1=NCCc2c1[nH]c1ccccc21	0.6	-1.4
O=C(COc1ccc2ccccc2c1)N1CCN(Cc2ccncc2)CC1	-0.1	-0.72
O=C(Nc1nc(-c2ccccc2)c(-c2ccccc2)s1)c1ccc(S(=O)(=O)N(CCCl)CCCl)cc1	-1.5	1.4
Cn1c(O)c(/C=C2\N=c3ccccc3=C2CCNC(=S)NC2CC2)c(=O)n(C)c1=O	4.8	1.2
CC(OC(=O)c1cn(C)c2ccccc12)C(=O)N1CCCC1 (stereo not given)	-0.1	·
CCOc1cc2c(cc1OCC)-n1cccc1C(c1cccc(F)c1)NC2 (stereo not given)	-0.5	-1.2
CCCn1nc2ccccc2c1P(=O)(N1CCOCC1)N1CCOCC1	0.1	-2.2
Cc1cccc(OP(=O)(Nc2ccc(F)cc2)Oc2cccc(C)c2)c1	0.3	1.7
N#CC(C#N)=C(N)c1cccnc1	-1.9	0.2
COc1ccc2nc(NC(=O)CCc3nc(C4=CCN(C)CC4)no3)sc2c1	3.4	0.24
Cn1c(O)c(/C=N/N2CCOCC2)c(=O)n(-c2ccccc2)c1=S	-0.4	-0.04
COc1ccc(N2C(=O)CC(N3CCC(n4c(=O)[nH]c5ccccc54)CC3)C2=O)cc1 (stereo not given)	-0.1	-1.4
CCOC(=O)C1=C(N)OC(C)=C(C(=O)OCCOC)C12C(=O)Nc1ccccc12 (stereo not given)	·	-0.43
O=C(NCC(c1cccnc1)N1CCOCC1)Oc1ccccc1 (stereo not given)	·	0.07

(more compounds)
Compound	STK33 inh	Kir21 block
O=C(c1ccc(C(F)(F)F)cc1)C1CCCN(Cc2ccc(CO)o2)C1 (stereo not given)	-1.0	0.04
CCCN(CC1CC1)CC(O)c1ccccc1 (stereo not given)	-0.5	-0.94
Cc1cccc(-n2c(/C=C/c3ccc([N+](=O)[O-])o3)nc3ccccc3c2=O)c1	·	0.26
CSCc1nnc2n1-c1ccc(Cl)cc1C(c1ccccc1)=NC2	-0.2	-0.74
Cc1ccc(CC2C(=O)N(C)C(=O)N(C)C2=O)s1	0.0	1.7
Cc1ccc(CS(=O)(=O)CCC(=O)N2CCC3(CC2)OCCO3)cc1	0.2	1.3
Cc1cc(C)n(CCOC(=O)C2C(C=C(Cl)Cl)C2(C)C)n1 (stereo not given)	0.5	-9.8*
O=c1[nH]c(=O)n(Cc2ccc(F)cc2)c(O)c1C=NCc1cccnc1	-3.4	-2
Cc1ccc(N2C(=O)NC(=O)/C(=C\c3ccsc3)C2=O)cc1C	1.2	1.3
O=C1NC(=S)N(c2ccccc2)C(=O)/C1=C/c1ccco1	-0.3	0.15
COCCOC(=O)c1c(C)n(C)c2ccc(OC(=O)N(C)C)cc12	0.4	-1.5
O=C(c1ccccc1F)c1cn(CC(=O)N2CCCC2)c2ccccc12	-1.9	0.76
COc1cc2c(cc1O)CC1c3c(cc(O)c(OC)c3-2)CCN1C (stereo not given)	6.8	-0.82
C=CCN1C(=O)NC(=O)/C(=C\c2ccc(-c3ccccc3[N+](=O)[O-])o2)C1=O	0.3	0.65
Cc1cc(OCC(=O)N2CCC(C(=O)O)(c3ccccc3)CC2)c2c(C)c(C)c(=O)oc2c1	-0.7	-0.16
Cc1ccc(S(=O)(=O)NC(Cc2cnc[nH]2)C(=O)O)cc1 (stereo not given)	-2.3	0.4
CC/C(=N\N1CCCCCC1)c1c(O)n(-c2ccc(C)cc2)c(=O)[nH]c1=O	-0.2	-0.59
CCC(C)n1c(O)c(C=NC(C)c2ccccc2)c(=O)[nH]c1=S (stereo not given)	0.4	1.3
N#CC1=C(N)Oc2cc(O)ccc2C1c1ccc2c(c1)OCO2 (stereo not given)	1.0	0.19
CCOc1ccc(C2C(C#N)=C(N)Oc3c2c(=O)oc2ccccc32)cc1 (stereo not given)	·	-0.02
Cc1cc(C(=O)N2CCC3(CC2)OCCO3)cs1	-0.6	-0.34
O=C(NC1(C(F)(F)F)Oc2ccc(Cl)cc2O1)N1CCC2(CC1)OCCO2 (stereo not given)	-3.5	1.9
O=c1[nH]c(O)c(C=NC2CCCCC2)c(=O)[nH]1	-2.2	0.65
O=C(c1ccc(F)cc1)C(Cc1ccccc1)N1CCCCC1 (stereo not given)	-0.9	0.51
O=c1[nH]c(O)c(Cc2ccc3c(c2)OCO3)c(=O)[nH]1	0.8	-0.45
COc1ccc(CC2c3cc(OC)c(OC)cc3CCN2C)cc1O (stereo not given)	-1.0	0.21
O=c1[nH]c(O)c(C=Nc2cc(F)cc(F)c2)c(=O)[nH]1	-3.1	0.7
CC1CCCCN1Cc1ccc(Cl)nc1 (stereo not given)	0.0	-5.3
Cc1ccc(-n2c(O)c(/C=C/C=Nc3ccccc3)c(=O)[nH]c2=O)cc1	-0.4	-0.42
Cc1cc(OC(C)C(=O)NCc2ccncc2)c2c3c(c(=O)oc2c1)CCCC3 (stereo not given)	2.2	-1.1
O=P(NS(=O)(=O)c1ccc(Cl)cc1)(Oc1ccccc1)Oc1ccccc1	-3.2	1.8
COc1ccccc1N1CCN(Cc2c(F)cccc2Cl)CC1	-0.6	0.16
CN(C)C(=O)Oc1ccc(Cl)c2ccccc12	-0.3	1.3
OC(CN1CC=C(c2ccccc2)CC1)c1ccccc1 (stereo not given)	-0.3	0
CC(CCc1ccccc1)NC(C)C(O)c1ccc(O)cc1 (stereo not given)	-1.1	-1.6
C=CCn1c(O)c(C(C)=Nc2ccc(C(=O)OCC)cc2)c(=O)[nH]c1=O	-3.0	1.4
CN1CCN(CCC(=O)OC2CC3CCC(C2)N3C)CC1 (stereo not given)	4.8	0
CCNc1ccc(P(=S)(N(C)C)N(C)C)cc1	0.4	-0.6
COC(=O)C1=C(c2ccc(S(C)(=O)=O)cc2)C[C@@H]2CC[C@H]1N2C(=O)NC1CC1	-0.2	0.02
O=C(c1cccn2c(=O)c3ccccc3nc12)N1CCC2(CC1)OCCO2	-0.6	-0.52
CCOC(=O)c1ccc(N2C(=O)CC(N3CCC(C#N)(c4ccccc4)CC3)C2=O)cc1 (stereo not given)	-1.9	-0.09
CCc1ccc(CN2CCN(C(=O)Cc3ccccc3)CC2)cc1	-1.5	-2

Compounds from the list above containing a carbonyl joined to an NH by a bond outside any ring:
Compound	STK33 inh	Kir21 block
Cc1cccc(NC(=O)OC2CN3CCC2CC3)c1 (stereo not given)	-0.8	-3.8
COC(=O)C1=C(c2ccc(-c3ccccc3)c(F)c2)C[C@@H]2CC[C@H]1N2C(=O)NCCOc1ccc(OC)cc1	-0.7	·
Cc1ccccc1NC(=O)Cc1nc(COC(=O)Cc2ccccc2)cs1	-1.0	·
O=C(NC1CCCCC1)[C@@H]1CC=C[C@@H]2CCN(Cc3ccccc3)C(=O)[C@@H]21	1.3	-0.57
CCOP(=O)(OCC)C(NC(=O)C(Cl)Cl)C(Cl)(Cl)Cl (stereo not given)	-3.0	0.53
O=C(O)C1C2c3ccccc3C(c3ccccc32)C1C(=O)Nc1ccccc1 (stereo not given)	-2.1	1.5
CCc1ccccc1NC(=O)CN1CCN(C(=O)COc2ccccc2C#N)CC1	-0.7	·
O=C(COC(=O)Cc1ccccc1)Nc1ccc(F)cc1	-1.4	0.84
O=C(Nc1nc(-c2ccccc2)c(-c2ccccc2)s1)c1ccc(S(=O)(=O)N(CCCl)CCCl)cc1	-1.5	1.4
COc1ccc2nc(NC(=O)CCc3nc(C4=CCN(C)CC4)no3)sc2c1	3.4	0.24
O=C(NCC(c1cccnc1)N1CCOCC1)Oc1ccccc1 (stereo not given)	·	0.07
O=C(NC1(C(F)(F)F)Oc2ccc(Cl)cc2O1)N1CCC2(CC1)OCCO2 (stereo not given)	-3.5	1.9
Cc1cc(OC(C)C(=O)NCc2ccncc2)c2c3c(c(=O)oc2c1)CCCC3 (stereo not given)	2.2	-1.1
COC(=O)C1=C(c2ccc(S(C)(=O)=O)cc2)C[C@@H]2CC[C@H]1N2C(=O)NC1CC1	-0.2	0.02

Two consecutive compounds from above, quoted:
Compound	STK33 inh	Kir21 block
Cc1cc(C(=O)N2CCC3(CC2)OCCO3)cs1	-0.6	-0.34
O=C(NC1(C(F)(F)F)Oc2ccc(Cl)cc2O1)N1CCC2(CC1)OCCO2 (stereo not given)	-3.5	1.9
